PfG6PD inh – PfG6PD (Plasmodium falciparum) enzyme inhibition. PfGluPho enzyme, NADPH resazurin-diaphorase fluorescence. 0.78% of 350,000 active. inhibition, % at 20 µM. AID 504690;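 active = inhibition reaching at least a set limit at 20 µM in the primary screen, cut at about 59% in these data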;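 also: 0% = DMSO wells with substrate and 100% = DMSO wells lacking glucose-6-phosphate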
SENP7 inh – inhibitors of human SENP7 protease | inhibition, % at 5 µM | AID 434973 | recombinant SENP7, Z-RLRGG-aminoluciferin luminescence, 40 min | Q9BQF6 | 1.5% of 330,000 active;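 active = inhibition above about 50% at the single test dose, limit read from the data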;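 also: plate controls were DMSO with enzyme for no effect and no enzyme buffer wells for full effect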
Target sequence (Q9BQF6 706-1050 limits assumed): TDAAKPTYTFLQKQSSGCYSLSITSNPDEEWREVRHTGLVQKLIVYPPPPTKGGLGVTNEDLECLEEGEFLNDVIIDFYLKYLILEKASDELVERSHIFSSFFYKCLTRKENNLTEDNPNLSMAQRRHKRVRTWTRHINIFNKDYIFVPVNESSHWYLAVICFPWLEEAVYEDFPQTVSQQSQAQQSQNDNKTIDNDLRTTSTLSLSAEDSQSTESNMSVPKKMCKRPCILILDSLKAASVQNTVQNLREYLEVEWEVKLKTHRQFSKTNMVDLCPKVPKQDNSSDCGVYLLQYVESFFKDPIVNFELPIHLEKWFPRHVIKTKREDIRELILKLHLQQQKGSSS
GRIN3A LBD mod – NR3A (human) ligand-binding domain modulation | NR3A LBD differential scanning fluorimetry, Tm shift; 0% = protein alone, 100% = glycine-bound protein | Tm shift relative to glycine control, % at 25 µM | 2.5% of 340,000 active | AID 1259313;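 active = melting temperature shift of at least 10% of the positive control shift, at one fixed dose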
SENP6 block – blocks the human protease SENP6. 1.8% of 330,000 active. Q9GZR1. Recombinant SENP6 catalytic domain, aminoluciferin luminescence. inhibition, % at 10 µM. AID 2599;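 active = inhibition above about 50% at the single tested dose, limit read from the data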;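 also: plate controls were DMSO wells with enzyme for no effect and DMSO wells lacking enzyme for full effect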
Target sequence (Q9GZR1 628-1112 limits assumed): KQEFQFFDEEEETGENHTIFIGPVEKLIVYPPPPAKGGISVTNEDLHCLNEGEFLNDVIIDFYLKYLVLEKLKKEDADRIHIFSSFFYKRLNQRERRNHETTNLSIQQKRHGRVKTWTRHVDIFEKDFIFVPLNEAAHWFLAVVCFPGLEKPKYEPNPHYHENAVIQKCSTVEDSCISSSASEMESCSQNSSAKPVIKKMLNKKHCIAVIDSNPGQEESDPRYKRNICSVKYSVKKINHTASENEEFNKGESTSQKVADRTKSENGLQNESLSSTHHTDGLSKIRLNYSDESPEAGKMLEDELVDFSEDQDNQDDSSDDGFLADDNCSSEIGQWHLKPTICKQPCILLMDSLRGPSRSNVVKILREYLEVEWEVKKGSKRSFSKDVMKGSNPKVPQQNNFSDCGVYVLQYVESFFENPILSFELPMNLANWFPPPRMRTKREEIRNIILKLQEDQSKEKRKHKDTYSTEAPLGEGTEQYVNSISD
HKDC1 inh – blocks human hexokinase HKDC1 activity | 0.16% of 340,000 active | recombinant HKDC1, G6PDH/diaphorase resazurin coupled fluorescence | inhibition, % at 20 µM | Q2TB90;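 active = inhibition above about 35% when tested at 20 µM, limit read from the data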;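 also: plate controls were DMSO wells with enzyme for no effect and DMSO wells lacking enzyme for full effect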
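Test system: Recombinant HKDC1 (HK5) hexokinase enzyme, produced in-house | Input: HKDC1 at 5 µg/mL | Buffer or medium: Tris pH 8.0 buffer with MgCl2, Tween-20, BSA, BME | Schedule: 90 min reaction incubation at room temperature, dark | Technique: Resazurin-to-resorufin fluorescence via G6PDH and diaphorase coupling, 525/613 nm | Controls: DMSO wells with and without enzyme mix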
MPTP inh – inhibitors of mitochondrial permeability transition pore | isolated mouse mitochondria, Ca2+ swelling absorbance, 30 min | inhibition, % at 10 µM | 1.4% of 360,000 active | AID 602449;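 active = inhibition of 50% or more, scaled per plate between neutral and stimulator controls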;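 also: 0% = DMSO wells given calcium and 100% = 1 mM EGTA wells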
ATG4B inh – blocks human ATG4B protease cleavage of LC3 substrate. ATG4B cleavage of LC3-PLA2, NBD-HPC fluorescence, 1 h. AID 504462. Q9Y4P1. inhibition, % at 8.33 µM. 0.51% of 340,000 active; in the data active = inhibition above about 40%
SENP8 inh – inhibitors of human SENP8 protease | AID 602440 | inhibition, % at 20 µM | Q96LD8 | 0.64% of 360,000 active | recombinant SENP8, Nedd8 substrate fluorescence; in the data active = inhibition mostly above about 40%, no sharp cut-off; inactive = mostly below about 27%
Target sequence (Q96LD8 whole entry, looked up): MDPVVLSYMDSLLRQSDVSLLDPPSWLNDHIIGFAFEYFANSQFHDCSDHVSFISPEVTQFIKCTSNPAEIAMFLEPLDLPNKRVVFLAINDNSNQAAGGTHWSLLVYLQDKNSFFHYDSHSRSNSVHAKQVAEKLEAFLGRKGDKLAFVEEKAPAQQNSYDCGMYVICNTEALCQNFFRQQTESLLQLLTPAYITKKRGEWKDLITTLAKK
Active calls of the source: *; i = inactive.

SMILES | PfG6PD inh | SENP7 inh | GRIN3A LBD mod | SENP6 block | HKDC1 inh | MPTP inh | ATG4B inh | SENP8 inh
O=C(CCCN1CCN(c2ccccn2)CC1)c1ccc(F)cc1 | -2 | 3 | -3 | -6 | -7 | 1.5 | 10 | 10
CCCn1cc(SCC(=O)NCc2ccc3c(c2)OCO3)c2ccccc21 | -5 | -2 | -2 | -6 | 3 | -0.1 | 0 | 5
C[C@H]1COC(=O)[C@H](CC(=O)OC(C)(C)C)C/C=C\C[C@@H](CC(=O)N[C@@H](CO)Cc2ccccc2)C(=O)N1 | 5 | -3 | 0 | 8 | -1 | -1.5 | -15 | 18
CCOC(=O)c1cnc2ccc(Cl)cc2c1N1CCN(C)CC1 | -10 | -11 | 1 | -17 | -10 | 1.6 | -2 | 10
COc1ccc(C2=NN(CCC(=O)NC3CCCCCC3)C(=O)CC2)cc1 | -10 | 1 | -3 | -3 | 0 | -0.7 | 2 | -1
CCOCCCNC(=O)CN1C(=O)COc2ccc(S(=O)(=O)N3CC(C)CC(C)C3)cc21 (configuration not stated) | 11 | 4 | 2 | 3 | -8 | -0.6 | -2 | 4
Cc1ccc(-n2cc(CNCCn3nc(C)cc3C)c(-c3ccc(F)cc3)n2)cc1 | 3 | -3 | -3 | -13 | -8 | 13 | 0 | 11
NC(=O)CSc1nnc(-c2cccc(S(=O)(=O)N3CCCCC3)c2)o1 | -10 | -8 | 1 | -11 | -4 | 0.0 | 0 | 29
CCOC(=O)Cc1ncccc1C(=O)Nc1ccc(OC)cc1 | -13 | 7 | -1 | 11 | -4 | -0.2 | -3 | 18
CN(C(=O)COC(=O)C1COc2ccccc2O1)c1c(N)n(Cc2ccccc2)c(=O)[nH]c1=O (configuration not stated) | -5 | 3 | 2 | -3 | -2 | -0.8 | -3 | -1
CCOc1ccc2[nH]c(=O)c(CN(CCO)C(=O)c3ccc(OC)c(OC)c3)cc2c1 | -4 | -1 | 0 | -6 | -10 | -0.7 | -5 | -247
CC(OC(=O)CN1C(=O)NC2(CCCCC2C)C1=O)c1ccccc1 (configuration not stated) | 11 | -13 | 0 | -4 | 5 | 2.4 | -3 | 4
CC(C)CN1CCC(=O)N([C@H](COc2ccccc2)c2ccccc2)CC1 | 4 | -7 | -2 | -5 | -4 | -0.1 | -2 | 12
Cc1cc(C)c2[nH]c(=O)c(C(c3nnnn3CC3CCCO3)N3CCCC(C)C3)cc2c1 (configuration not stated) | -1 | 9 | 1 | -6 | 2 | -1.1 | -1 | -118
O=C(Cn1cc(F)c(=O)[nH]c1=O)NCCO | -19 | -7 | -2 | 16 | 3 | 0.8 | -6 | 13
CC(C)c1onc(C(=O)N(C)C2CCCCC2)c1[N+](=O)[O-] | -3 | -5 | 0 | 5 | -4 | 0.5 | -8 | 9
NC(=O)CSc1oc(-c2ccc(F)cc2)nc1S(=O)(=O)c1ccccc1 | 2 | 0 | 0 | -2 | 3 | -1.3 | -14 | 14
CCOC(=O)Cc1csc(NC(=O)c2cc3ccccc3o2)n1 | 5 | 29 | -3 | 10 | 0 | 0.4 | 6 | -23
CN1N=C(C(C)(C)C)CSC1=Nc1ccc(F)cc1 | 15 | -4 | 1 | -35 | 0 | 8.7 | -9 | -1
O=C(COC(=O)COc1cccc(F)c1)NCCC1=CCCCC1 | -4 | 5 | 0 | -5 | -9 | -1.2 | -6 | 12
COC(=O)CC1COc2ccccc2N1C(=O)c1cccc(C(F)(F)F)c1 (configuration not stated) | -3 | 4 | 0 | 5 | 5 | 0.9 | 2 | 9
CCn1ccnc1[C@@H]1C[C@H]2CN(Cc3ccccc3OC)C(=O)[C@]23CCCN13 | -9 | -5 | 0 | -10 | -7 | 2.1 | 7 | 22
CN1CCN(c2ccc(NC(=O)COc3cccc4ccccc34)cc2)CC1 | -1 | -4 | -9 | -3 | -2 | 13 | -3 | 11
Cn1cc(C(=O)NCN2CCCCC2)c2ccccc21 | 17 | 2 | 1 | -12 | -9 | -0.3 | -2 | 20
CCOC(=O)C1(Cc2ccccc2)CCN(Cc2ccc(C)s2)CC1 | 18 | -2 | 0 | -1 | -5 | 5.9 | 3 | 7
Cc1ccc(-n2cc(CN3CCN(C(=O)c4ncn[nH]4)CC3)c(-c3ccc(F)cc3)n2)cc1 | 24 | 8 | -1 | -12 | -6 | 2.0 | -8 | -3
COc1cc(-c2nnc(-c3cccs3)o2)cc(OC)c1OC | 11 | -4 | 0 | -1 | 10 | -2.9 | -5 | -481
CS(=O)(=O)Nc1cccc(C2=NN(S(C)(=O)=O)C(c3ccc4c(c3)OCO4)C2)c1 (configuration not stated) | -12 | 1 | 1 | 2 | -9 | 0.8 | -4 | 9
COc1ccc(S(=O)(=O)NCC2CCCO2)cc1Cl (configuration not stated) | -7 | 2 | -2 | -16 | -2 | 0.9 | 0 | 21
CC/C(=N\NC(=O)Cc1ccc(Br)cc1)c1cccs1 | 5 | 5 | 2 | 10 | -3 | 0.8 | -1 | 6

Rewritten field by field: 4 of the compounds above.
COC(=O)CC1COc2ccccc2N1C(=O)c1cccc(C(F)(F)F)c1 (configuration not stated)
- PfG6PD inh: -3
- SENP7 inh: 4
- GRIN3A LBD mod: 0
- SENP6 block: 5
- HKDC1 inh: 5
- MPTP inh: 0.9
- ATG4B inh: 2
- SENP8 inh: 9

CCn1ccnc1[C@@H]1C[C@H]2CN(Cc3ccccc3OC)C(=O)[C@]23CCCN13
- PfG6PD inh: -9
- SENP7 inh: -5
- GRIN3A LBD mod: 0
- SENP6 block: -10
- HKDC1 inh: -7
- MPTP inh: 2.1
- ATG4B inh: 7
- SENP8 inh: 22

CN1CCN(c2ccc(NC(=O)COc3cccc4ccccc34)cc2)CC1
- PfG6PD inh: -1
- SENP7 inh: -4
- GRIN3A LBD mod: -9
- SENP6 block: -3
- HKDC1 inh: -2
- MPTP inh: 13
- ATG4B inh: -3
- SENP8 inh: 11

Cn1cc(C(=O)NCN2CCCCC2)c2ccccc21
- PfG6PD inh: 17
- SENP7 inh: 2
- GRIN3A LBD mod: 1
- SENP6 block: -12
- HKDC1 inh: -9
- MPTP inh: -0.3
- ATG4B inh: -2
- SENP8 inh: 20

Next section:
SMILES | PfG6PD inh | SENP7 inh | GRIN3A LBD mod | SENP6 block | HKDC1 inh | MPTP inh | ATG4B inh | SENP8 inh
CCOc1ccccc1N(CC(=O)NC1CCCCC1)C(=O)CNC(=O)c1ccco1 | -2 | -9 | -2 | -6 | 2 | -0.7 | -7 | 21
CSc1ncccc1C(=O)OCc1cccc([N+](=O)[O-])c1 | -5 | 5 | 1 | 6 | -3 | -1.3 | -2 | 17
Cc1ccccc1NC(=O)C1CCCN(S(=O)(=O)c2cccc3cccnc23)C1 (configuration not stated) | -9 | -9 | 0 | -3 | 6 | -1.6 | 2 | 8
Nc1cccc2c1C(=O)N(Cc1nnc(-c3ccccc3Br)o1)C2=O | -11 | 9 | -2 | -26 | -4 | 0.2 | -3 | -289
Cc1ncc([N+](=O)[O-])n1CC(=O)Nc1ccccc1F | -6 | 12 | -2 | 8 | -5 | -0.7 | 5 | 22
CCOC(=O)/C=C/c1ccc2oc3ccccc3c(=O)c2c1 | -6 | 92* | 1 | 94* | -3 | 0.0 | 11 | -30
O=C1NCCCCC1NS(=O)(=O)c1cccc(C(F)(F)F)c1 (configuration not stated) | -9 | -4 | 0 | 6 | -6 | 0.0 | -2 | 10
CC1CC(=O)c2cnc(N)nc2C1 (configuration not stated) | 0 | 0 | 1 | -5 | -2 | 3.7 | -9 | 15
O=C(OCCN1CCCC1=O)c1cc(F)c(F)c(F)c1F | 9 | -1 | 7 | -11 | -12 | -7.5 | 2 | 6
CC(C)(C)NS(=O)(=O)c1ccc(OCC(=O)NCCC2=CCCCC2)cc1 | 6 | 1 | 3 | 0 | -2 | 5.4 | -10 | 19
COc1ccc(C(=O)NCC(=O)Nc2ccc(-c3ccccc3)cc2)cc1 | -5 | 2 | 1 | -21 | 7 | 0.4 | 3 | 1
O=C(COC(=O)/C=C/c1cccs1)Nc1ccc(F)cc1 | 15 | 4 | 16* | 3 | 1 | -3.2 | -1 | 14
CC1(C)Cc2c(sc3c2c(=O)n(-c2ccc(Cl)cc2)c(=O)n3CC(N)=O)CO1 | -8 | -1 | 3 | -19 | 3 | -1.9 | 6 | 23
Cc1ccc2nc(SCC(=O)N(CC(C)C)c3c(N)n(CC(C)C)c(=O)[nH]c3=O)[nH]c2c1 | 5 | -2 | 8 | -4 | -3 | 0.8 | -11 | 3
CC(=O)Nc1ccc(Oc2cnccn2)cc1 | -11 | 9 | 0 | 10 | -8 | -0.3 | 11 | -1
O=C(C[C@H]1C/C=C\CC[C@@H](Cc2ccc(F)cc2)C(=O)OC[C@H]2CCCN2C1=O)N[C@H](CO)Cc1ccccc1 | 7 | 6 | 0 | -26 | -3 | 0.9 | -4 | -5
COc1ccc2c(C)cc(SCC#N)nc2c1 | -13 | -1 | -1 | 21 | 6 | -0.8 | 2 | -21
CC1Cc2ccccc2N1S(=O)(=O)c1cccc(C(=O)NC2CC2)c1 (configuration not stated) | 12 | -2 | 0 | -7 | 2 | -2.2 | -13 | 27
CN(C(=O)CS(=O)(=O)c1cn(CC(=O)N2CCCC2)c2ccccc12)c1ccccc1 | 2 | -1 | -2 | 3 | -2 | 0.0 | 0 | -49
COc1ccccc1NC(=O)Cc1nc(CCl)cs1 | 18 | 9 | 0 | -2 | -3 | -1.5 | -8 | 13
Cc1c(Cl)cccc1N1CC(C)(C)C1=O | 1 | 3 | -1 | -10 | -6 | -0.3 | -5 | -5
CC(C)CCN(C)c1ccc(/C=N/n2cnnc2)cc1 | 8 | 12 | 0 | 1 | -5 | -1.5 | -4 | -409
c1ccc(CN2CCN(c3nc(-c4ccccc4)nc4ccccc34)CC2)cc1 | 17 | -4 | 7 | -7 | 4 | 3.3 | 3 | -8
COc1ccccc1/C=C/C(=O)OCCCN(C)C | -1 | 1 | -2 | -5 | -8 | -1.5 | -3 | -201
COc1ccccc1C(=O)NC(=O)COc1ccc(Cl)cc1Cl | 2 | 1 | -7 | -4 | 2 | -1.1 | 8 | -12
O=C(CN1CCN(c2ccccn2)CC1)Nc1cccc(F)c1 | 8 | -7 | 0 | 14 | -5 | -1.0 | -8 | 12
COCC(=O)Nc1nc2n(n1)C(c1ccc(Cl)cc1)CC(c1ccc(OC)cc1)N2 (configuration not stated) | -5 | 4 | 5 | -16 | 1 | -1.5 | -5 | i
CCOC(=O)C1C(c2ccc(O)cc2)NC(=O)NC1(O)C(F)(F)F (configuration not stated) | 21 | 3 | -2 | 12 | -3 | 0.0 | -8 | 30
O=C1CCC(C(=O)Nc2ccc([N+](=O)[O-])cc2)N1 (configuration not stated) | 2 | 3 | 0 | -7 | -1 | -0.2 | -4 | -4
COc1cccc(NC=C2C(=O)OC3(CCCCC3)OC2=O)c1 | 8 | 5 | -1 | -11 | 7 | -1.9 | -1 | -18
COc1ccc(OC)c(NC(=O)NC2(C(F)(F)F)Oc3ccccc3O2)c1 | 12 | 2 | 0 | 13 | 5 | 1.1 | -10 | 24
CCN1CCN(C(=O)C2CCN(S(=O)(=O)c3ccc4c(c3)NC(=O)C(C)S4)CC2)CC1 (configuration not stated) | -6 | -11 | -3 | -6 | -5 | -0.6 | 10 | 13
FC(F)(F)c1cnc(-n2cc[nH]c2=S)c(Cl)c1 | 22 | 1 | 0 | -12 | -4 | 0.4 | -9 | 24
Cc1ccc(CC(=O)NCCN2CCOCC2)cc1 | -4 | -8 | -3 | -9 | -6 | -0.1 | 9 | 19
CC(=O)Nc1cccc(C(=O)Nc2cccnc2)c1 | 12 | 10 | -3 | 2 | -17 | -1.8 | 2 | -3
O=C(O)Cc1c[nH]c2cccc(O)c12 | 29 | -13 | 0 | -14 | 12 | -1.7 | -3 | -2
CCOC(=O)N1CCN(C(=O)COc2ccc([N+](=O)[O-])cc2)CC1 | -13 | 2 | 0 | -18 | -7 | -0.5 | -4 | -10
O=C(CCSc1ccccc1)Nc1ncccn1 | -7 | -1 | 0 | -4 | -4 | -0.3 | -12 | 14
O=C(NCCc1ccccc1)c1cccc(N2CCCC2=O)c1 | -5 | -3 | -2 | 5 | -3 | -0.8 | 0 | 12

Screening data (PubChem)

Random draw from the library (roughly 6.9% active in at least one column).
